# Autophagy HCS – autophagy modulation, high-content screen; 190,000 compounds, 0.98% hits; AID 463193; MEF GFP-LC3 puncta imaging; test concentration mostly 10 µM; calls only at 10 µM (by protocol);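 active = percentage of spot-positive cells more than 3 SD above its plate mean, without a fluorescence outlier flag or 80% toxicity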;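 also: spot-positive cell cutoff set from DMSO-treated cells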
# Dynein transport – dynein cargo transport inhibition. 3617.4 mouse cells, GR-EGFP nuclear translocation imaging; test concentration mostly 20 µM; stimulated with dexamethasone, 1 µM; hits give low values. z-score, hits read low. 220,000 compounds, 0.47% hits;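 active = plate z-score of nuclear minus cytoplasmic receptor signal below a set negative limit, without overly bright fluorescence or cell loss, cut at about -3.5 in these data, passing the limit was not always enough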;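 also: z-score of nuclear minus cytoplasmic ring GR-EGFP intensity difference per well; some compounds called inactive have numbers as strong as hits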
#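 Also added: dexamethasone, 1.0 µM final. Medium: tet-free, stripped-serum medium. Detection: fixed, Hoechst-stained cells imaged at 10x for EGFP. Read-out: nuclear-to-cytoplasmic GR-EGFP distribution per well. Times: induction 48 h, compound 1 h, agonist 30 min.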
# CSM14.1 death rescue – protection against thapsigargin-triggered cell killing – 384-well, CSM14.1, ATP luminescence, primary screen (AID 1222) | cellular ATP content (survival), % at 20 µM, or EC50 in µM where a hit was titrated | CSM14.1 thapsigargin-induced death rescue, ATP luminescence; higher % means a stronger effect | 190,000 tested, under 10 active;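 active = EC50 below 50 µM in the dose-response confirmation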;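 also: death triggered by thapsigargin at about 15 µM added after 2 h compound pretreatment; cell ATP read after overnight thapsigargin exposure of roughly 18 to 22 hours; normalized against plate controls of thapsigargin alone and 5% DMSO vehicle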
# bCat nuc transl – alters nuclear translocation of beta-catenin in HeLa cells. immunofluorescence imaging. nuclear translocation activity, % at 5 µM. 190,000 compounds, 0.3% hits;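 active = nuclear translocation activity above 50% at 5 µM, with a well cell count of 50 or more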;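 also: per-cell ratio of nuclear to cytoplasmic median beta-catenin stain intensity; plate controls were DMSO negative control for no effect and GSK-3 inhibitor IX positive control for full effect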
#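 Signal – beta-catenin immunofluorescence imaging with DAPI · Test system – human HeLa cell line · Dosing – 5 µM primary single dose, 0.1% DMSO, 0.02–20 µM confirmation series · Measure – % activation, nuclear-to-cytoplasmic median beta-catenin signal ratio per cell · Incubation – 24 h compound exposure at 37°C, 5% CO2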
# Insulin prom up – MIN6 insulin promoter up-regulation. MIN6 insulin promoter-GFP reporter, high-content imaging; hits give high values. z-score at 5 µM. 190,000 compounds, 0.3% hits;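 active = z-score above 3 at 5 µM with at least 500 cells counted in the well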
# UTI89 phage lysis – protection from phage-mediated lysis, alamar blue read-out – E. coli UTI89, K1F phage, bacterial capsule biogenesis inhibitors (AID 488966); E. coli UTI89 K1F phage lysis, alamar blue, 2 h; higher % means a stronger effect; inhibition, % at 100 µM; hits with a dose series show IC50 in µM; 340,000 compounds, 0.02% hits;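 active = phage lysis inhibition, versus mean bacterial control, above a set limit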;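 also: capsule biogenesis inhibitors block K1F phage lysis so surviving cells raise fluorescence; higher fluorescence means more inhibition of phage lysis; actives were called in the ten point dose series up to 300 µM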
# P. falciparum M17LAP – P. falciparum M17LAP inhibitors, primary screen, biochemical, fluorogenic H-Leu-NHMec substrate, 1536-well (AID 1619); one-dose inhibition, % at 30 µM; IC50 in µM for titrated hits; recombinant M17LAP, H-Leu-NHMec fluorogenic kinetic assay; higher % means a stronger effect; 220,000 compounds, 0.38% hits;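 active = compound inhibiting the enzyme by more than half at any dose during confirmatory dose-response retesting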;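 also: plate controls were full reaction with DMSO carrier for no effect and no enzyme background for full effect; strong numbers were not always called active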
# P. falciparum M1AAP – malaria alanyl aminopeptidase activity blockers – biochemical, fluorogenic H-Leu-NHMec substrate, 1536-well (AID 1445); 220,000 compounds, 0.42% hits; inhibition, % at 30 µM, or IC50 in µM where a hit was titrated; recombinant M1AAP, H-Leu-NHMec fluorogenic kinetic assay; higher % means a stronger effect;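 active = primary inhibition above the hit cutoff, then over 50% inhibition at one or more dose response concentrations, cut at about 23% in these data, passing the limit was not always enough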;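 also: plate controls were DMSO full reaction for no effect and no enzyme background for full effect; strong numbers were not always called active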
# MT stabilize HCS – microtubule stabilizers in HeLa cells; HeLa tubulin immunostaining HCS, 24 h; share of cells brighter than vehicle mean+2SD; % tubulin-high responders, % at 10 µM; 200,000 compounds, 0.83% hits; AID 2205;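 active = plate Z-score above 3 for both tubulin-high and condensed-nucleus cell shares, with cell loss under 80%, at 10 µM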;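 also: anti alpha tubulin signal scored within the nucleus-defined area of each cell; some results filed as inactive read as strong as hits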
# Dynein transport cytoplasmic EGFP – also measured in Dynein transport; calls as there; z-score; measured here: cytoplasmic GR-EGFP intensity; hits give high values
# Dynein transport nuclear GR-EGFP – further read-out of Dynein transport, marked with its call; z-score; measured here: nuclear GR-EGFP intensity;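 lower value marks the stronger effect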
# Dynein transport cell count – recorded beside Dynein transport, whose call it bears; z-score; measured here: cell count per field
# Insulin prom up cell count – further read-out of Insulin prom up, marked with its call; cell count; measured here: cytotoxicity, nuclei count;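 total cells summed across four imaged fields per well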
# bCat nuc transl cell count 5 µM – second read-out of bCat nuc transl, no call of its own (marks repeat the call); cell count; measured here: cell count, cytotoxicity flag
# MT stabilize HCS Hoechst-high % – second read-out of MT stabilize HCS, no call of its own (marks repeat the call); % Hoechst-high responders; measured here: nuclear condensation Hoechst responders;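 share of cells brighter than vehicle mean plus two SD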
# MT stabilize HCS cytotoxicity % – second read-out of MT stabilize HCS, no call of its own (marks repeat the call); toxicity, %; measured here: cytotoxicity by cell density;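 0% = mean cell density of plate MIN control wells and 100% = no cells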
# Autophagy HCS cell loss 18 h – recorded beside Autophagy HCS, whose call it bears; toxicity, %; measured here: cell loss, nuclei count;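 cell loss after 18 h compound exposure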
# * marks the source's active call; other numbers are inactive results; i = inactive; . = not tested or not shown; [ ] = another dose, or the depositor's remark. Random draw from the library. Share with any hit: about 2.9%.
SMILES,Autophagy HCS,Autophagy HCS cell loss 18 h,Dynein transport,Dynein transport cytoplasmic EGFP,Dynein transport nuclear GR-EGFP,Dynein transport cell count,CSM14.1 death rescue,bCat nuc transl,bCat nuc transl cell count 5 µM,Insulin prom up,Insulin prom up cell count,UTI89 phage lysis,P. falciparum M17LAP,P. falciparum M1AAP,MT stabilize HCS,MT stabilize HCS Hoechst-high %,MT stabilize HCS cytotoxicity %
C/C(=C\C(=O)c1ncc(C(F)(F)F)cc1Cl)N(C)C,i,5.8,-0.745,0.401,-0.192,0.257,-0.4%,-1.7,1065,-0.83,1556,0.2%,4.2%,0.3%,2.6,2.2,9.3
CCCc1cc(=O)n2[nH]c(Cc3ccccc3)nc2n1,i,-0.8,-0.109,-0.252,-0.256,-0.185,-1.9%,0.1,1079,0.18,1915,0.5%,52.4%,1.9%,3.1,2.6,3.9
CC1CN(c2ccc(S(=O)(=O)N3CCCC3)cn2)CC(C)O1 (stereo unspecified),.,.,-0.782,-0.225,-0.249,0.946,.,-0.8,1391,-0.41,1090,-0.2%,-4.4%,4.5%,.,.,.
CCNC(=S)N/N=C/c1ccccc1[N+](=O)[O-],i,10.3,-0.0397,-0.208,0.0876,-0.767,0.5%,2.0,1102,-0.49,1294,-0.3%,-8.4%,6.5%,2.9,1.4,10.4
CCCCCCNC(=O)C(C#N)c1nc2ccccc2nc1N1CCOCC1 (stereo unspecified),i,-15.8,0.963,7.94,2.05,-1.19,-0.5%,-4.5,1220,0.28,904,0.8%,-7.3%,-4.6%,2.6,1.6,1.7
O=C(Nc1nnc(CC(c2ccccc2)c2ccccc2)s1)c1ccco1,i,-1.8,-0.636,-0.334,-0.468,0.0339,2.5%,-0.1,1114,-0.38,956,0.1%,-9.5%,3.6%,2.1,1.1,7.3
N#Cc1nc(-c2ccco2)oc1NCc1ccccc1Cl,.,.,0.222,-0.189,0.525,0.0751,.,1.2,1329,.,.,.,1.4%,5.0%,.,.,.
O=C(CSc1nnc(Cn2nnc(-c3ccccc3)n2)n1-c1ccccc1)Nc1ccccc1,i,-4.7,1.1,-0.193,0.607,-0.787,2.8%,-1.2,980,0.3,1191,0.2%,-10.5%,-1.1%,1.9,3.1,8.5
CCN(c1ccccc1)S(=O)(=O)c1ccc(Cl)c(NC(=O)COC(=O)c2cccc(OC)c2O)c1,i,-3.5,0.887,-0.197,0.638,-0.766,-3.2%,-0.5,933,0.3,1348,1.9%[50 µM],11.1%,6.7%,1.6,2.5,2.4
Cc1cccc(C(=O)Nc2ccc3c(c2)C(=O)N(CC(C)C)C3=O)c1,i,-5.5,-0.816,-0.289,0.341,0.565,-2.7%,0.1,1425,0.08,1401,-0.5%,-0.7%,3.4%,3.3,2.1,6.9
Cc1cccc(C)c1NC(=S)NC(C)CCc1ccccc1 (stereo unspecified),i,29.9,-1.02,-0.228,-0.698,0.231,-1.8%,-0.1,1011,-1.28,1264,1.3%[50 µM],-0.9%,-2.3%,3.4,1.7,6.5
Cn1c(NC(=O)c2ccccc2)cc(=O)n(C)c1=O,i,2.5,-0.621,-0.198,-0.343,-0.0701,0.5%,0.4,1167,1.12,787,0.5%,3.7%,-1.8%,5.3,2.9,5.3
Cc1ccc(CC(CC(=O)O)C(=O)NCC23CC4CC(CC(C4)C2)C3)cc1 (stereo unspecified),i,38.3,0.636,-0.373,0.164,-0.187,-1.8%,-0.4,1169,-0.48,1203,-1.6%,9.5%,11.1%,9.7,2.6,3.5
COCCNC(=O)C1CC(=O)N(C2CCCC2)C1 (stereo unspecified),i,1.0,-0.909,0.0492,-0.354,1.34,-1.2%,0.0,1395,-0.32,1596,0.0%,6.2%,6.5%,1.3,0.9,5.0
COc1ccc(C2c3[nH]c4ccccc4c3CCN2C(=O)c2cn3ccccc3n2)c(F)c1 (stereo unspecified),i,8.5,1.6,-0.226,0.743,-0.746,6.4%,-1.7,951,-0.15,1498,-1.0%,-3.3%,10.9%,4.0,2.3,6.7
Cc1ccc(NCC(=O)N/N=C/c2cccn2C)cc1,.,.,0.935,-0.0118,1.17,-1.09,.,-1.0,1285,0.57,1096,-2.3%,-2.5%,3.0%,.,.,.
CN(C)C(=O)c1cc(C(=O)c2ccc(C(F)(F)F)cc2F)c[nH]1,i,16.9,0.71,-0.218,0.005,-0.129,-0.4%,1.6,1133,1.14,1193,-0.5%,-1.5%,2.6%,2.6,2.1,1.3
CCON1C(=O)C(C)(C)N(OCC)C(=O)C1(C)C,.,.,-0.141,-0.141,0.859,-0.0416,.,1.2,1346,-0.41,1109,0.9%,8.1%,-1.1%,.,.,.
CC(C)CCNC(=O)CN(C(=O)CCC(=O)Nc1ccccn1)c1ccc2c(c1)OCCO2,i,-4.0,-0.75,-0.272,-0.865,0.264,-2.0%,-1.1,1155,0.07,1222,0.8%,11.6%,3.0%,2.2,1.5,3.4
Cc1[nH]nc2c1C1(CCC(c3ccccc3)CC1)C(C#N)=C(N)O2 (stereo unspecified),i,-2.3,-0.834,-0.216,-0.348,-0.0986,-2.4%,.,.,1.11,1400,-0.5%,30.2%,4.2%,4.7,1.6,6.4
CCN(c1ccccc1)S(=O)(=O)c1ccc(OCc2c(C)noc2C)cc1,i,0.9,0.0647,-0.0181,0.0528,0.483,-3.2%,0.1,1177,-0.49,1245,-0.6%,-10.5%,9.6%,2.7,1.9,7.0
O=C(c1ccccc1C(=O)N1CCN(c2ccc(F)cc2)CC1)N1CCN(c2ccc(F)cc2)CC1,i,6.5,2.68,1.5,2.43,-2.41,-1.4%,.,.,-0.58,1310,0.4%,-0.5%,4.7%,1.9,1.4,5.6
CCCC(=O)c1cc(F)c(N2CCOCC2)cc1C,i,-0.9,-0.025,-0.212,0.0888,-0.402,-1.4%,-2.3,991,0.07,1272,-0.3%[50 µM],7.3%,-5.9%,2.1,1.6,5.0
CC1CN(c2ccccc2)NC1=O (stereo unspecified),i,15.2,-0.102,-0.406,-0.629,1.47,0.4%,0.7,1423,0.91,1256,0.6%,-0.8%,3.0%,4.9,0.8,9.9
CC(C)NC(=O)CN1C(=O)c2ccccc2S1(=O)=O,i,-14.6,-0.0868,0.0561,0.458,-0.00288,0.3%,-2.0,1047,1.3,1480,0.6%,7.5%,-4.8%,2.1,1.4,2.8
COCCN1C(=O)N[C@@H](c2cccc(F)c2)C(C(=O)OC)=C1C,.,.,-0.78,-0.758,-0.208,0.192,.,0.6,1152,-0.15,1033,1.0%,5.7%,-1.6%,.,.,.
O=C(NCCc1csc(-c2ccccc2)n1)c1ccco1,.,.,-1,-0.261,0.127,0.407,.,-0.2,1304,-0.71,1012,2.3%[50 µM],0.7%,0.7%,.,.,.
O=C(Nc1nc(-c2cccnc2)cs1)c1ccccc1[N+](=O)[O-],i,-7.2,0.687,-0.236,0.518,-0.532,-0.3%,-0.9,1022,0.43,1365,0.4%,4.2%,0.3%,3.4,2.3,10.3
CC(NC(=O)C1C(=O)N(CCO)C2(C)CC1c1ccccc1O2)c1ccccc1 (stereo unspecified),i,13.1,-0.668,-0.282,-0.0171,-0.17,-2.5%,1.1,1337,0.69,1548,0.2%,4.9%,-8.3%,7.0,3.1,4.6
COc1ccc2c(c1)[nH]c1c(=O)n(/N=C/C3C(C)C=C(C)CC3C)c(=O)[nH]c12 (stereo unspecified),i,4.3,-0.102,-0.246,0.0725,0.1,-0.4%,0.4,612,.,.,-0.1%,-7.0%,5.2%,2.9,0.7,2.4
CCOc1ccccc1CNC(=O)C1CCC(=O)N1C(C)C (stereo unspecified),i,4.1,-0.178,-0.288,-0.363,0.524,-0.4%,-5.2,907,-0.22,1425,-2.1%,15.4%,13.8%,2.4,2.0,2.1
CCSc1nc(=O)n(-c2ccccc2)c(C)c1C(C)=S,i,-8.9,-0.581,-0.214,-0.355,0.0189,-1.2%,0.5,604,.,.,0.1%,14.3%,6.0%,2.0,1.9,0.5
Cc1nnc(SCc2cc(=O)[nH]c(Nc3nc(C)c4cc(C)c(C)cc4n3)n2)s1,i,3.0,-0.257,-0.12,-0.243,0.109,-0.9%,8.6,955,-0.42,1305,.,-4.0%,4.1%,3.7,0.9,1.8
N#CC1=C(N)Oc2ccccc2C12C(=O)Nc1n[nH]c(-c3ccccc3)c12 (stereo unspecified),i,35.1,3.09,-0.142,1.75,-2.02,-2.2%,.,.,-0.05,1243,-0.1%,11.2%,4.7%,1.7,2.6,7.6
Cc1ccc(C)c(S(=O)(=O)N2CCN(C(C(=O)Nc3ccc(F)cc3)c3ccccc3)CC2)c1 (stereo unspecified),i,5.8,0.579,-0.284,-0.0047,0.0228,2.3%,-1.6,901,0.18,1272,5.4%,-4.6%,5.0%,2.5,4.5,11.7
CCOC(=O)c1c(NC(=S)Nc2ccccc2)sc(C)c1C,i,-1.7,-0.556,-0.273,-0.242,0.56,1.3%,-0.5,1053,-0.15,1056,1.8%,26.5%,-3.6%,3.2,2.5,6.2
O=C(Nc1ccccc1)c1cc(-c2ccccc2Cl)no1,i,21.9,0.414,-0.0391,0.536,0.802,1.2%,.,.,.,.,0.3%[50 µM],-7.2%,-5.2%,2.5,1.4,7.8

# Compound activity deposited in PubChem BioAssay by several laboratories.
